Source: PubChem
HKDC1 inhibitor = inhibitors of human hexokinase HKDC1. Q2TB90. recombinant HKDC1, G6PDH/diaphorase resazurin coupled fluorescence. inhibition, % at 20 µM. 340,000 compounds, 0.16% hits. AID 493160;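 active = inhibition above about 35% when tested at 20 µM, limit read from the data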;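 note: plate controls were DMSO wells with enzyme for no effect and DMSO wells lacking enzyme for full effect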
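Material: recombinant HKDC1 hexokinase; Amount: HKDC1 at 5 µg/mL; Medium: Tris pH 8.0 buffer with MgCl2, Tween-20, BSA, BME; Schedule: 90 min reaction incubation at room temperature, dark; Technique: coupled resazurin fluorescence, excitation 525 nm, emission 613 nm.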
ATG4B inh = inhibitors of human ATG4B cysteine protease | ATG4B cleavage of LC3-PLA2, NBD-HPC fluorescence, 1 h | Q9Y4P1 | inhibition, % at 8.33 µM | AID 504462 | 340,000 compounds, 0.51% hits; in the data active = inhibition above about 40%
Target sequence (Q9Y4P1 whole entry, looked up): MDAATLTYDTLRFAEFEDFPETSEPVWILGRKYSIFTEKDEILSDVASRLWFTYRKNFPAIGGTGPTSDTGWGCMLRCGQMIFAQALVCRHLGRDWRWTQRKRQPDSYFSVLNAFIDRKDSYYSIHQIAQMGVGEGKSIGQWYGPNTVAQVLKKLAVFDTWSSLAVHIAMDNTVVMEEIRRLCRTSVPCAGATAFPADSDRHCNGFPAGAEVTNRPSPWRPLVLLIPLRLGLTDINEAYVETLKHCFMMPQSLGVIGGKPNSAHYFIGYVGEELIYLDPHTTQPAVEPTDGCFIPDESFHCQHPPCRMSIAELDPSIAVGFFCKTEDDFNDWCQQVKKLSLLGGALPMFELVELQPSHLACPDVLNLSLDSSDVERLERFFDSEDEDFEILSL
GRIN3A LBD mod = modulates the human NR3A ligand-binding domain; NR3A LBD differential scanning fluorimetry, Tm shift; 0% = protein alone, 100% = glycine-bound protein; Tm shift relative to glycine control, % at 25 µM; 340,000 compounds, 2.5% hits; AID 1259313;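 active = melting temperature shift of at least 10% of the positive control shift, at one fixed dose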
SENP7 inh = blocks the human protease SENP7 | Q9BQF6 | 330,000 compounds, 1.5% hits | recombinant SENP7, Z-RLRGG-aminoluciferin luminescence, 40 min | inhibition, % at 5 µM;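 active = inhibition above about 50% at the single test dose, limit read from the data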;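 note: plate controls were DMSO with enzyme for no effect and no enzyme buffer wells for full effect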
Target sequence (Q9BQF6 706-1050 limits assumed): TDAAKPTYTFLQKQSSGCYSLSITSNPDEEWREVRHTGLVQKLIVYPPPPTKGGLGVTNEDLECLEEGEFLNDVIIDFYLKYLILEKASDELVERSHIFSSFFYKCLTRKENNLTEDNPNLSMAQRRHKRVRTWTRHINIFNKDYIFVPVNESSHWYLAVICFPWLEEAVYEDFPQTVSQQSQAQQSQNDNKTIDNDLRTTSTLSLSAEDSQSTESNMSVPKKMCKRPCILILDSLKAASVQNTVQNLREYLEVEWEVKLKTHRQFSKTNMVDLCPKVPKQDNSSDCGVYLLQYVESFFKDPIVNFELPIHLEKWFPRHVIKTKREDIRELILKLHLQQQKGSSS
PfGluPho inh = PfG6PD (Plasmodium falciparum) enzyme inhibition; PfGluPho enzyme, NADPH resazurin-diaphorase fluorescence; inhibition, % at 20 µM; 350,000 compounds, 0.78% hits; AID 504690;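 active = inhibition reaching at least a set limit at 20 µM in the primary screen, cut at about 59% in these data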;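 note: 0% = DMSO wells with substrate and 100% = DMSO wells lacking glucose-6-phosphate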
MPTP block = blocks calcium-induced mitochondrial swelling; isolated mouse mitochondria, Ca2+ swelling absorbance, 30 min; inhibition, % at 10 µM; 360,000 compounds, 1.4% hits; AID 602449;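 active = inhibition of 50% or more, scaled per plate between neutral and stimulator controls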;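 note: 0% = DMSO wells given calcium and 100% = 1 mM EGTA wells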
SENP8 block = blocks human SENP8 cleavage of Nedd8 substrate | recombinant SENP8, Nedd8 substrate fluorescence | inhibition, % at 20 µM | 360,000 compounds, 0.64% hits; in the data active = inhibition mostly above about 40%, no sharp cut-off; inactive = mostly below about 27%
SENP6 block = inhibitors of human SENP6 protease | Q9GZR1 | Recombinant SENP6 catalytic domain, aminoluciferin luminescence | inhibition, % at 10 µM | 330,000 compounds, 1.8% hits | AID 2599;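 active = inhibition above about 50% at the single tested dose, limit read from the data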;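 note: plate controls were DMSO wells with enzyme for no effect and DMSO wells lacking enzyme for full effect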
* hit, by the source's call; x = no result given.

SMILES	HKDC1 inhibitor	ATG4B inh	GRIN3A LBD mod	SENP7 inh	PfGluPho inh	MPTP block	SENP8 block	SENP6 block
CCOC(=O)c1ccc(N2C(=O)C(CC(N)=O)N(CCc3ccc(OC)c(OC)c3)C2=S)cc1 (configuration not stated)	1	-6	0	3	-5	-2.0	10	-14
COc1ccccc1NC(=S)NN=C(C)c1ccccn1	-41	0	-2	x	25	0.7	12	x
CCOC(=O)c1ccsc1NC(=O)CCS(=O)(=O)c1ccccc1	-3	-1	-1	-1	-3	-0.7	-7	-5
COCCn1c(SCC(=O)c2ccc3c(c2)OCCO3)nnc1-c1ccco1	-2	-10	-2	-3	6	-0.5	10	6
Cc1cc(C(=O)NNC(=O)c2cccc(S(=O)(=O)N3CCOCC3)c2)c2ccccc2n1	-4	-10	0	11	6	-1.7	4	13
COCCCn1c(SCC(=O)NC2CCCC2)nnc1-c1ccco1	-9	-2	-1	-6	4	1.0	8	2
Cc1ccc(S(=O)(=O)N2CCN(C(=O)CCC(=O)NCCc3ccc(S(N)(=O)=O)cc3)CC2)c(C)c1	15	-1	-1	7	-11	-0.3	22	-13
CCOc1ccc(NC(=O)CSc2nc(C)cc(C)n2)cc1	-2	-4	0	1	-6	0.9	12	-55
C=CCNC(=S)NNC(=O)c1ccc(OCC(C)C)cc1	6	1	-4	-14	-22	0.5	2	-24
O=C(NNC(=S)Nc1ccc(F)cc1)c1ccccc1OC(F)F	-7	-1	-4	11	7	0.4	0	11
COc1ccc(OC(=O)CN2C(=O)C3C4CCC(C4)C3C2=O)cc1 (configuration not stated)	-6	-2	-1	-9	-21	-1.0	-4	-8
CN(Cc1ccc(Cl)c(Cl)c1)C(=O)C1CSC2(C)CCC(=O)N12 (configuration not stated)	0	-20	-1	6	-2	-0.6	7	-9
Cc1nc2ccccc2n1CC(O)Cn1c2ccccc2c2ccccc21 (configuration not stated)	1	-14	-7	5	21	9.6	2	-9
O=C(CCC1CCCC1)NCCCN1CCOCC1	-11	-6	1	-1	0	0.8	7	4
CC(=O)Nc1cccc(NC(=O)c2cccc(S(=O)(=O)N3CCN(Cc4ccccc4)CC3)c2)c1	8	-21	-7	4	13	-2.0	8	-16
Cc1ccc(S(=O)(=O)NC2CCCc3ccccc32)cc1C (configuration not stated)	5	19	1	0	13	1.2	16	2
COc1cccc2[nH]c3c(N4CCCC(C)C4)ncnc3c12 (configuration not stated)	0	4	-1	-17	37	-1.1	-274	3
Cc1c(OC(C)C(=O)NCCCN2CCOCC2)ccc2c3c(c(=O)oc12)CCCC3 (configuration not stated)	0	-9	0	3	0	-1.9	-125	18
Cc1ccc(N(CC(=O)NC2CCCC2)C(=O)CNC(=O)c2cccs2)c(C)c1	-2	0	-1	4	-7	0.3	10	-26
COc1ccc(CNC(=O)CC2C(=O)NCCN2C2Cc3ccccc3C2)cc1 (configuration not stated)	8	0	0	3	-4	1.0	-58	5
CCOc1ccc(-c2nnc(-c3cccnc3)o2)cc1OCC	3	-9	-2	9	16	0.7	-336	13
Cc1ccc(C)c(OCc2cc(C(=O)N(C)Cc3nccn3C)no2)c1	1	-6	1	-7	-1	0.5	-10	12
Nc1c(Cl)ncnc1N/N=C/c1ccnc2ccccc12	-4	5	13*	2	20	-0.5	-65	3
Cc1ccc(C)c(N2CCN(S(=O)(=O)c3ccc4c(c3)CC(=O)N4C)CC2)c1	-2	-3	-4	-1	-26	-2.5	3	4
CCNc1nc(N)nc(-c2cc(Cl)ccc2O)n1	-2	20	-20	65*	0	1.0	-297	83*
O=C(NC1CCCCNC1=O)c1ccco1 (configuration not stated)	-4	-3	3	1	14	-0.3	23	20
CCCC(=O)NNC(=O)c1ccoc1C	-24	0	-1	1	3	-0.3	18	-28
CCOC(=O)c1c(C)[nH]c(C(=O)OCC(=O)NCc2ccc(F)cc2)c1C	-3	2	0	11	1	2.2	-16	-22
O=C(NCCc1cccs1)C1CC(c2ccccc2[N+](=O)[O-])=NO1 (configuration not stated)	-2	-3	1	-1	5	-0.7	17	8
CC(=O)c1ccc(S(=O)(=O)N2CCN(C(=O)c3ccc(N)c([N+](=O)[O-])c3)CC2)cc1	-2	-17	2	5	-7	-1.2	10	5
CCCc1cc(=O)[nH]c(SCC(=O)Nc2cc3c(cc2C(C)=O)OCO3)n1	7	-7	2	-8	-31	1.2	-408	-29
CCCC(C(=O)OCC)P(=O)(c1ccccc1)c1ccccc1 (configuration not stated)	-7	-7	-1	2	-3	0.3	8	-1
O=c1[nH]c2ccccc2n2c(C(F)(F)F)nnc12	-1	-9	1	-9	4	0.6	-100	-12
Cc1cccc(OCCOC(=O)Nc2ccccc2)c1	-7	-8	-2	3	3	1.0	15	-6
O=C(CN1C(=O)NC2(CCc3ccccc32)C1=O)Nc1cccc(F)c1 (configuration not stated)	-8	7	-1	-3	-3	0.3	12	-4
CCN(C1=NS(=O)(=O)c2ccccc21)N(CC)S(=O)(=O)c1ccc(C)cc1	-5	-5	0	4	9	1.6	19	-5
N#Cc1c(N)nc2c3c(sc(=N)c2c1N)NC(=O)CC3c1ccccc1 (configuration not stated)	8	-18	-3	2	34	2.1	-165	19
O=S(Cc1ccccc1)c1ccccc1 (configuration not stated)	-5	-8	4	x	17	-0.2	16	x
COc1ccc(CNC(=O)COC(=O)c2n[nH]c3ccccc23)cc1	-7	-11	4	11	10	-0.8	8	-18
COc1ccc(-c2csc3ncnc(N4CCN(c5ccccc5[N+](=O)[O-])CC4)c23)cc1	2	12	-3	-5	-7	0.4	15	0
CCCCOC1CC(c2ccc(OCc3ccc(OC)cc3)c(OC)c2)N(C)O1 (configuration not stated)	-5	16	-2	-3	11	0.0	6	-7
O=C(N/N=C/c1coc2ccc(Cl)cc2c1=O)c1ccncc1	2	11	-1	-6	10	1.7	6	-8
COc1ccc2[nH]c(=O)c(CN(Cc3ccco3)C(c3nnnn3Cc3ccccc3)C(C)C)cc2c1 (configuration not stated)	10	-2	-1	-9	-31	-2.9	-286	1
CCOC(=O)C1CCN(S(=O)(=O)c2ccccc2[N+](=O)[O-])CC1	-4	-8	0	1	2	2.1	8	2
O=C(O)c1cnc2[nH]c3ccccc3n2c1=O	-6	-6	0	2	7	-0.1	-459	11
O=C(NCCN1CCOCC1)c1ccc(Cl)cc1O	-5	0	2	2	-11	-0.1	-67	-11
Cc1ccc(C(=O)NCc2cccs2)cc1S(=O)(=O)N1CCCCC1	11	-2	0	8	-18	-1.4	11	4
Cc1cc(C(=O)CSc2nnc(N)s2)c(C)n1Cc1cccs1	3	-4	-2	4	-3	14	9	47
CCC(=O)Nc1nc2ccccc2n1Cc1ccc(C)cc1	-13	-7	1	6	-24	-3.1	24	-25
O=C(COc1ccc(Cl)cc1Br)Nc1nnc(C2CC2)s1	-8	-5	-1	1	-6	1.1	-1	3
Cc1cccc(NC(=S)NCc2cccn2C)c1	-9	13	-5	3	3	-0.9	6	-12
CCOc1ccc(C(C)C)cc1S(=O)(=O)N1CCN(C(=O)c2ccco2)CC1	-3	-6	-1	5	3	-0.4	16	16
CCS(=O)(=O)N1CCC(C(=O)NCc2ccc3c(c2)OCO3)CC1	8	3	-2	7	0	0.5	4	-2
CCc1ccccc1-n1nnnc1SCC(=O)Nc1cc(C)on1	-7	-2	-2	9	4	-2.2	11	-2
O=C(O)CSCC(=O)c1ccccc1	-7	3	x	-1	7	-0.9	9	8
CCOc1ccc(N(CC(=O)NCc2ccccc2)S(C)(=O)=O)cc1	-5	4	2	11	-2	0.5	48*	-11
CC(C)C(c1nnnn1Cc1cccs1)N1CCN(C2CCCC2)CC1 (configuration not stated)	-2	4	4	-3	-6	-0.9	19	-18
COc1cc2sc3ccc(C#Cc4ccccn4)cc3c(=O)c2cc1OC	4	7	-1	27	10	-1.2	-482	-18
CCC(=O)Nc1c(OC(=O)CC)ccc2c(C)cc(=O)oc12	0	-9	1	9	2	-1.2	-390	-12
O=C(COC(=O)CSc1ccc([N+](=O)[O-])cc1)NC1CCCCCCC1	0	4	2	2	41	-1.5	12	-4

The list continues.
SMILES	HKDC1 inhibitor	ATG4B inh	GRIN3A LBD mod	SENP7 inh	PfGluPho inh	MPTP block	SENP8 block	SENP6 block
c1ccc(CNc2nc(NCc3ccccc3)c3ccccc3n2)cc1	11	12	3	9	10	70*	-477	-41
Cc1ccc(C2C3=C(CC(C)(C)CC3=O)NC3=C2C(=O)c2ccccc23)cc1 (configuration not stated)	16	7	-5	-1	36	39	8	-3
O=C(COC(=O)CSc1ccc(F)cc1)NCC1CCCCC1	6	-6	-1	-6	-1	0.2	14	1
Cc1ccc(C)c2c3c([nH]c12)-c1nonc1CC3	2	-6	-5	-4	12	0.9	-442	-12
CN1/C(=C\C=[N+](C)c2ccccc2)C(C)(C)c2ccccc21	-11	-3	2	4	5	0.0	12	2

Molecules above that contain an aryl thioether with sulfur outside any ring, in the order listed:
SMILES	HKDC1 inhibitor	ATG4B inh	GRIN3A LBD mod	SENP7 inh	PfGluPho inh	MPTP block	SENP8 block	SENP6 block
COCCn1c(SCC(=O)c2ccc3c(c2)OCCO3)nnc1-c1ccco1	-2	-10	-2	-3	6	-0.5	10	6
COCCCn1c(SCC(=O)NC2CCCC2)nnc1-c1ccco1	-9	-2	-1	-6	4	1.0	8	2
CCOc1ccc(NC(=O)CSc2nc(C)cc(C)n2)cc1	-2	-4	0	1	-6	0.9	12	-55
CCCc1cc(=O)[nH]c(SCC(=O)Nc2cc3c(cc2C(C)=O)OCO3)n1	7	-7	2	-8	-31	1.2	-408	-29
Cc1cc(C(=O)CSc2nnc(N)s2)c(C)n1Cc1cccs1	3	-4	-2	4	-3	14	9	47
CCc1ccccc1-n1nnnc1SCC(=O)Nc1cc(C)on1	-7	-2	-2	9	4	-2.2	11	-2
O=C(COC(=O)CSc1ccc([N+](=O)[O-])cc1)NC1CCCCCCC1	0	4	2	2	41	-1.5	12	-4
O=C(COC(=O)CSc1ccc(F)cc1)NCC1CCCCC1	6	-6	-1	-6	-1	0.2	14	1
